SIRT5 block: blocks human SIRT5 desuccinylation of peptide | Q9NXA8 | Purified SirT5, succinyl-peptide AMC, trypsin-coupled fluorescence | inhibition, % at 15 µM | actives 1.1% (n = 330,000); in the data active = inhibition above about 15%
C2C12 statin: suppressors of simvastatin-induced myotoxicity in C2C12 myotubes; ATP luminescence, 48 h; scaled: DMSO 0, geranylgeraniol control 100; rescue of ATP level, % at 7.49 µM; actives 0.78% (n = 330,000); AID 602340;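 active = mean ATP rescue above about 67%, or every replicate alone reaching that limit, limit read from the data, passing the limit was not always enough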;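 note: myotubes were challenged with 10 µM simvastatin during compound exposure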
ERAP1 HTS inh: blocks human ERAP1 aminopeptidase activity | Q9NZ08 | inhibition, % at 10.7 µM | actives 0.15% (n = 340,000) | recombinant ERAP1, Leu-AMC fluorescence, 60 min | AID 652197;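 active = mean replicate inhibition of at least 30%, or all replicates individually reaching that 30% level; inactive = mean below 30% and not every replicate reaching it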;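 note: 0% = neutral control wells and 100% = L-leucinethiol positive control wells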
Target sequence (Q9NZ08 whole entry, looked up): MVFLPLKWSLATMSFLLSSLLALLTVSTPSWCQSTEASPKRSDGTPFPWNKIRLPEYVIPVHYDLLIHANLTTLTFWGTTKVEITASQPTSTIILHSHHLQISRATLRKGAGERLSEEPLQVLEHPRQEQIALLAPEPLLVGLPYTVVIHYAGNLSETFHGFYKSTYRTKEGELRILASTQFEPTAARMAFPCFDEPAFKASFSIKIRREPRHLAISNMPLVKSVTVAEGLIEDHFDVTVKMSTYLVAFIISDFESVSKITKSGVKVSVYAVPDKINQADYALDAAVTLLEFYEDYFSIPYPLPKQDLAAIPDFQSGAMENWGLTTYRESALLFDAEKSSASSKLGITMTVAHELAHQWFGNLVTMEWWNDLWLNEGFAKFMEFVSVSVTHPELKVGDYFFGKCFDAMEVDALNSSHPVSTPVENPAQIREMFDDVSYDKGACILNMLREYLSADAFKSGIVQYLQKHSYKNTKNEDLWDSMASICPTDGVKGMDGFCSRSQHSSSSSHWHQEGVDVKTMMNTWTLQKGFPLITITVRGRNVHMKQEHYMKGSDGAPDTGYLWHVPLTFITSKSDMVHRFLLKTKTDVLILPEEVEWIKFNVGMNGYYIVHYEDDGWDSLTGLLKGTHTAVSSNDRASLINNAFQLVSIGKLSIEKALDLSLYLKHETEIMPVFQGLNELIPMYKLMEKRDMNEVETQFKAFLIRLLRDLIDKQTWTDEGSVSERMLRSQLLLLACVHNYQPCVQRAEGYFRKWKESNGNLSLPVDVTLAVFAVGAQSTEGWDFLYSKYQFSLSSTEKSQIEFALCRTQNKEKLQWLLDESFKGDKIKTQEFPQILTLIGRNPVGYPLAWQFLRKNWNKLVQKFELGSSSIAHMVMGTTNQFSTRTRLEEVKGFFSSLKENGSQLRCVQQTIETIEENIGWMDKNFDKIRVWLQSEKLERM
PGC1a acetyl inh: modulators of PGC1a acetylation. actives 0.17% (n = 350,000). inhibition, % at 15.6 µM. U2OS PGC1a acetylation, AlphaScreen anti-acetyl-lysine; with virally co-expressed GCN5 acetyltransferase. AID 651687;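 active = every replicate shows inhibition of at least 40%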;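 note: 0% = neutral control wells and 100% = positive control wells; some results beyond the cut were filed as inactive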
S100A4 MyoIIA: S100A4-myosin IIA interaction inhibition; S100A4/TAMRA-MyoIIA peptide fluorescence polarization; inhibition, % at 10.7 µM; actives 0.14% (n = 360,000);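 active = mean inhibition of at least 70% across replicates, with every replicate also reaching that level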
Target sequence (P26447 whole entry, looked up): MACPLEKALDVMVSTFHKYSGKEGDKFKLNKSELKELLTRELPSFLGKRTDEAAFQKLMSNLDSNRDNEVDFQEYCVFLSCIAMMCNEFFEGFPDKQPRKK
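Material: S100A4 monomer protein / Buffer or medium: 50 mM HEPES pH 7.2, 10 mM CaCl2, 100 mM KCl / Times: 5 min incubation before reading / Benchmarks: neutral control DMSO, positive control TFP / Reagent: labelled myosin peptide probe, 5 nM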
Xi reactivation: activators of X-chromosome reactivation in mouse fibroblasts; AID 743238; activation, % at 7.58 µM; XiGFP mouse fibroblasts, % GFP-positive cells imaging, 3 d; cells co-treated with 5-aza-dC sensitizer; scaled so ellipticine positive control = 100%; actives 0.055% (n = 360,000);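 active = mean normalized replicate activation at least 10% and every replicate at or above 10%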;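 note: 0% = median of on-plate neutral control wells and 100% = ellipticine 6 µM median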
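Assay system: SV40-immortalized XiGFP fibroblast cells, line 68-5-11; buffer or medium: DMEM plus 5-aza-dC sensitizer; compound: one concentration, pinned; timing: compounds 3 days, fix/stain 15 min at room temperature; benchmarks: positive control ellipticine, 6 µM final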
LGR2 inh: blocks bursicon-induced cAMP signaling via Drosophila LGR2. AID 720647. actives 0.35% (n = 380,000). inhibition, % at 9.99 µM. HEK293 LGR2, CRE-luciferase, bursicon-stimulated, 4 h;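 active = drop in luminescence signal, shown as inhibition above about 50% in the replicate tests, limit read from the data, passing the limit was not always enough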;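 note: agonist challenge used bursicon conditioned medium at about half maximal strength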
Cneo AK release: Cryptococcus neoformans lysis via adenylate kinase release; C. neoformans lysis, adenylate kinase release luminescence, 4 h; normalised: neutral wells 0, clomiphene wells 100; lysis activity, % at 15 µM; actives 0.2% (n = 360,000); AID 651654;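 active = mean lysis activity across replicates of at least 80%, whatever share of replicates individually reach that level; inactive = mean lysis activity below 80%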
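Material – log-phase Cryptococcus neoformans yeast cells · Input – 5 × 10^6 yeast cells/mL · Medium – fresh YPD growth medium · Doses – single compound concentration per well · Timing – static 4 h at 37 °C with compound, 1 h detection · Detection – adenylate kinase release luminescence · Read-out – signal increase indicating cell lysis · Control set – Clomiphene as positive lysis control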
Active calls of the source: *; . = not tested or not shown; & = joins results of further samples.

1: CCOc1ccc2cc(C3CC(c4ccco4)=NN3S(C)(=O)=O)c(Cl)nc2c1 (stereo not drawn)
2: CCO[C@@H]1OC(C(=O)O)=C[C@H](c2cn(C(C)=O)c3ccccc23)[C@H]1CCCO
3: Cc1cccc(CCNC(=O)c2cccc(NC3=NC4CS(=O)(=O)CC4S3)c2)c1 (stereo not drawn)
4: CC(C)CC#Cc1ccc([C@@H]2[C@H](CO)N3C(=O)CN(C(=O)NC4CCCCC4)C[C@@H]23)cc1
5: Cc1cc2ccccc2n1CCNC(=O)c1ccc(S(=O)(=O)N2CCCCC2)cc1
6: Cc1nn(-c2ccccc2)c(C)c1CNC(=O)c1ccc(S(=O)(=O)NCc2ccco2)cc1
7: O=C(NCc1cccc(C(F)(F)F)c1)c1c[nH]c(=O)s1
8: CCO[C@H]1OC(C(=O)NCc2ccccc2)=C[C@@H](c2ccc(C(F)(F)F)cc2)[C@@H]1CCCO
compound no. | 1 | 2 | 3 | 4 | 5 | 6 | 7 | 8
SIRT5 block | -3 | . | -1 | 0 | -7 | -2 | . | -1
C2C12 statin | . | 17 | 11 | . | 2 | -5 | -1 | -11
ERAP1 HTS inh | -6 | . | 1 | 1 | -3 | -2 | . | -3
PGC1a acetyl inh | -19 | -2 | . | 3 | . | 20 | . | 3
S100A4 MyoIIA | 34 | . | 6 | 5 | 124* | -4 | -1 | -1
Xi reactivation | 0.0 | 0.1 | -0.2 | 0.1 | 0.2 | 0.0 | 0.0 | 0.0
LGR2 inh | -17 | -13 | -11 | 8 | 5 | -17 | -1 | 12
Cneo AK release | . | -2 | -1 | . | -1 | . | -1 | 1

9: Cc1ccc(-n2c(=S)[nH]c3sc4c(c3c2=O)CCC4)cc1
10: COCC(=O)Nc1ccc2c(c1)OC[C@@H](C)N(C(=O)Cc1ccccn1)C[C@H](C)[C@@H](OC)CN(C)C2=O
11: CSc1sc(C(=O)NN)c2c1C1(CCC2)SCCS1
12: Cc1cc(C)c(S(=O)(=O)/N=C2\C=C(NS(=O)(=O)c3ccccc3)C(=O)c3ccccc32)c(C)c1
13: CC(C)NC(=O)NCC[C@H]1CC[C@H](NS(=O)(=O)c2ccc(-c3ccccc3)cc2)[C@H](CO)O1
14: C#CCNC(=O)C[C@@H]1C[C@@]2(C(=O)OC)CC(C)(C)CC=C2N(Cc2ccco2)C1=O
15: O=C(NC(CC(=O)N1CCN(c2ccc([N+](=O)[O-])cc2)CC1)c1ccccc1)c1ccccc1Cl (stereo not drawn)
16: C[C@@H]1CN([C@@H](C)CO)C(=O)c2cccc(NC(=O)CCCCCC(=O)Nc3ccccc3N)c2O[C@H]1CN(C)C(=O)NC1CCCCC1
compound no. | 9 | 10 | 11 | 12 | 13 | 14 | 15 | 16
SIRT5 block | 0 | -11 | -2 | 1 | 0 | 1 | -2 | 0
C2C12 statin | . | 0 | . | 21 | 10 | . | . | .
ERAP1 HTS inh | 1 | -4 | . | 4 | 0 | -1 | -3 | -1
PGC1a acetyl inh | -4 | 5 | . | . | -10 | . | . | 10
S100A4 MyoIIA | -3 | 4 | -1 | -2 | -4 | 7 | -7 | 23
Xi reactivation | -0.1 | -0.1 | 0.0 | -0.1 | -0.5 | -0.2 | 0.1 | -0.8
LGR2 inh | -19 | 0 | . | -5 | -25 | 0 | -26 | 3
Cneo AK release | . | -1 | -7 | -1 | -5 | . | . | .

17: CCCN1CNC(=S)N(c2ccccc2C)C1
18: COc1ccc(/C(N)=N/O)c(OC)c1
19: S=c1[nH]nc(-c2ccncc2)n1/N=C/c1cccc2ccccc12
20: CCCNC(=O)N1CC2(CCN(C(=O)C3CCCC3)CC2)c2c([nH]c3cc(OC)ccc23)[C@H]1CO
21: Cc1sc2ncn(CC(=O)NCCCC(=O)N3CCC(C(N)=O)CC3)c(=O)c2c1C
22: C[C@H](CO)N1C[C@H](C)[C@@H](CN(C)C(=O)NC2CCCCC2)Oc2ccc(NC(=O)Nc3ccccc3)cc2CC1=O
23: Cc1ccc(S(=O)(=O)N(C)C[C@@H]2Oc3ccc(NC(=O)Nc4cccc5ccccc45)cc3C(=O)N([C@H](C)CO)C[C@H]2C)cc1
24: COc1ccc(NC(=O)Cc2csc(NC(=O)Nc3ccccc3OC)n2)c(OC)c1
compound no. | 17 | 18 | 19 | 20 | 21 | 22 | 23 | 24
SIRT5 block | -2 | -1 | -5 | 6 | . | 1 | 4 | 0
C2C12 statin | . | -3 | . | . | 0 | -17 | 4 | 46
ERAP1 HTS inh | -2 | 2 | -2 | 0 | -3 | -3 | 0 | 2
PGC1a acetyl inh | . | 4 | . | . | -1 | 3 | . | 1
S100A4 MyoIIA | -2 | -2 | -9 | 9 | 2 | -2 | -4 | -5
Xi reactivation | 0.0 | 0.0 | 0.3 | 0.3 | 0.2 | -1.1 | -0.7&-0.3 | 0.0
LGR2 inh | -1 | 11 | . | -6 | -28 | -13 | -5&14 | 11
Cneo AK release | . | -1 | . | . | 3 | 48 | 3 | -3

25: COc1cccc(-n2c(CN3CCN(Cc4ccccc4)CC3)nc3ccc([N+](=O)[O-])cc3c2=O)c1
26: COc1ccc(S(=O)(=O)Nc2ccc3c(c2)[C@@H]2C[C@H](CC(=O)O)O[C@H](CO)[C@@H]2O3)cc1
27: C[C@@H]1CN([C@H](C)CO)C(=O)Cc2cc(NC(=O)Nc3ccc4c(c3)OCO4)ccc2O[C@@H]1CN(C)Cc1ccc(C(=O)O)cc1
28: CCN(CC)c1ccc(C(=C2C=CC(=[N+](CC)CC)C=C2)c2ccccc2)cc1
29: C=CCN=C1NC(c2cccc(F)c2)C(C(=O)OC)=C(C)N1Cc1cccc(C(F)(F)F)c1 (stereo not drawn)
30: Cc1ccc(NC(=O)CSC2=NN3CCCC(=O)N=C3S2)c(C)c1
31: O=C(CCc1ccccc1)Nc1cccc([N+](=O)[O-])c1
32: CCOC(=O)c1cc(CC)sc1NC(=O)c1cccc(N2C(=O)CCC2=O)c1
compound no. | 25 | 26 | 27 | 28 | 29 | 30 | 31 | 32
SIRT5 block | 2 | -2 | -2 | 0 | 1 | -1 | -5 | .
C2C12 statin | . | 1 | -31 | . | . | 3 | 4 | .
ERAP1 HTS inh | -2 | -1 | 15 | 13 | 3 | 4 | 5 | -5
PGC1a acetyl inh | . | 5 | 5 | . | . | -4 | . | .
S100A4 MyoIIA | -15 | 11 | -4 | 1 | -8 | -1 | -26 | -11
Xi reactivation | -0.1 | 0.4 | -1.3 | -0.1 | 0.4 | 0.1 | 0.3 | 0.2
LGR2 inh | 4 | 7 | -28 | 105* | 6 | -2 | -49 | -14
Cneo AK release | . | 0 | 0 | . | . | 0 | 0 | .

33: C[C@@H]1CN([C@H](C)CO)C(=O)c2cc(NS(=O)(=O)c3ccc(F)cc3)ccc2O[C@@H](C)CCCCO[C@@H]1CN(C)C(=O)c1ccncc1
34: CCOc1ccccc1N=Nc1c(C)[nH]n(C(N)=S)c1=O
35: Cn1c(=O)oc2cc(S(=O)(=O)NCCC(=O)NCc3ccccc3Cl)ccc21
36: COc1ccc(C2=NOC(Cn3nc(-c4ccccc4)cc3C(=O)NCc3cccs3)C2)cc1 (stereo not drawn)
37: Nc1ccccc1SC1CC(=O)N(Cc2ccccc2)C1=O (stereo not drawn)
38: Cc1ccc(NC(=O)COC(=O)c2ccc(-n3nc(C)cc3C)cc2)c(F)c1
39: C[C@H](CO)N1C[C@H](C)[C@@H](CN(C)Cc2ccccn2)Oc2ncc(C#CC3(O)CCCC3)cc2C1=O
40: COc1ccc(N2CCN(C(=O)COC(=O)c3ccco3)CC2)cc1
compound no. | 33 | 34 | 35 | 36 | 37 | 38 | 39 | 40
SIRT5 block | -2 | -2 | -6 | -8 | 2 | -9 | 5 | -3
C2C12 statin | . | 8 | 22 | 4 | . | -6 | -2 | 0
ERAP1 HTS inh | -4 | 0 | -1 | -3 | -1 | 0 | 2 | -1
PGC1a acetyl inh | 4 | -5 | -5 | -25 | -7 | 1 | 2 | -11
S100A4 MyoIIA | 12 | 0 | -7 | 3 | -7 | -1 | 9 | 1
Xi reactivation | 0.1 | 0.0 | 0.1 | 0.1 | 0.0 | 0.0 | -1.2 | 0.0
LGR2 inh | 10 | 11 | 12 | 7 | -7 | 3 | 7 | -1
Cneo AK release | 59 | -1 | 0 | 5 | . | -1 | 3 | 5

41: Cc1ccc2c(c1)C1C[N+](C)(CC(=O)Nc3ccccc3Cl)CCC1N2C(=O)c1ccccc1Cl (stereo not drawn)
42: COc1ccc(-c2n[nH]c(=S)nc2-c2ccc(OC)cc2)cc1
43: S=c1[nH]c2ccc(Cc3ccc4[nH]c(=S)[nH]c4c3)cc2[nH]1
44: O=C(Nc1ccc(Cl)cc1C(F)(F)F)C(Sc1cccc[n+]1[O-])c1ccccc1 (stereo not drawn)
45: N#Cc1ccc(-c2ccc([C@H]3[C@H](CO)N4CCCCN(C(=O)Nc5ccc(F)cc5)C[C@@H]34)cc2)cc1
46: CCOc1ccc(CCNC(=O)COC(=O)c2cccc(N(C)C)c2)cc1OCC
47: O=C(C[C@H]1CC[C@@H]2[C@H](COC[C@H](O)CN2C(=O)Nc2ccccc2)O1)NCc1ccccc1F
48: CNCC[C@@H](Oc1ccccc1C)c1ccccc1
compound no. | 41 | 42 | 43 | 44 | 45 | 46 | 47 | 48
SIRT5 block | . | -3 | . | -3 | 0 | -3 | -3 | -2
C2C12 statin | -5 | 6 | -30 | 0 | 22 | 0 | 11 | -8
ERAP1 HTS inh | -7 | 2 | -3 | -1 | 2 | 3 | -1 | -1
PGC1a acetyl inh | -5 | -1 | 7 | -2 | -6 | -3 | 8 | -10
S100A4 MyoIIA | -6 | 4 | 2 | -2 | -2 | 0 | 7 | 6
Xi reactivation | 0.0 | 0.0 | 0.3 | 0.0 | 0.0 | 0.6 | 0.0 | 0.1
LGR2 inh | -13 | -6 | . | 6 | -2 | -73 | -1 | 9
Cneo AK release | -1 | 2 | -2 | . | -4 | . | -1 | -2

The closing 4 records of the section above open the next one.
45: N#Cc1ccc(-c2ccc([C@H]3[C@H](CO)N4CCCCN(C(=O)Nc5ccc(F)cc5)C[C@@H]34)cc2)cc1
46: CCOc1ccc(CCNC(=O)COC(=O)c2cccc(N(C)C)c2)cc1OCC
47: O=C(C[C@H]1CC[C@@H]2[C@H](COC[C@H](O)CN2C(=O)Nc2ccccc2)O1)NCc1ccccc1F
48: CNCC[C@@H](Oc1ccccc1C)c1ccccc1
49: Cc1cnc(SCc2ccc(Cl)cc2Cl)[nH]c1=O
50: O=C(NC1CCCCC1)c1ccccc1C(F)(F)F
51: Cc1cccc(C(=O)OCC(=O)NCc2ccco2)c1
52: COC(=O)c1cccc([N+](=O)[O-])c1CN1CCCC(C(N)=O)C1 (stereo not drawn)
compound no. | 45 | 46 | 47 | 48 | 49 | 50 | 51 | 52
SIRT5 block | 0 | -3 | -3 | -2 | 0 | 2 | 0 | -5
C2C12 statin | 22 | 0 | 11 | -8 | . | . | -4 | .
ERAP1 HTS inh | 2 | 3 | -1 | -1 | 3 | 4 | 2 | 8
PGC1a acetyl inh | -6 | -3 | 8 | -10 | . | . | 3 | .
S100A4 MyoIIA | -2 | 0 | 7 | 6 | -6 | 3 | 5 | -6
Xi reactivation | 0.0 | 0.6 | 0.0 | 0.1 | 0.0 | -0.2 | 0.0 | 0.3
LGR2 inh | -2 | -73 | -1 | 9 | -16 | -13 | 7 | 10
Cneo AK release | -4 | . | -1 | -2 | . | . | -1 | .

This is a subset. The share of hits here may be higher or lower than overall.
